# Screening results deposited in PubChem BioAssay by several laboratories.
# HIF-2a block – HIF-2a reporter inhibitors, primary screen, luminescence, 786-0 RCC cells; 786-0 RCC cells HIF-2a reporter, luciferase luminescence, overnight; AID 624352, 2012; 360,000 compounds, 0.72% hits; inhibition, % at 18.8 µM;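 active = inhibition of the luminescence signal of 40% or more relative to plate controls, in a single-dose primary screen at 18.75 µM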
# MITF TRPM1 inh – inhibitors of MITF-dependent TRPM1 promoter reporter, primary screen, cell-based, SK-MEL-5, single point, luciferase. SK-MEL-5 TRPM1 promoter luciferase, 24 h. inhibition, % at 12.5 µM. 330,000 compounds, 0.83% hits. AID 488899, 2010;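 active = mean inhibition across replicates of 60% or more, whatever share of single replicates reaches that level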; note: values of inactives mirror those of a sister screen read the other way
# Peg3 prom inh – Peg3 promoter-driven luciferase inhibitors, primary screen, cell-based, HeLa, luciferase luminescence. HeLa PEG-Prom luciferase reporter, overnight. inhibition, % at 20 µM. 360,000 compounds, 1.7% hits;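 active = inhibition of at least 50% at 20 µM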
# hiPSC survival – enhancers of single-cell hiPSC survival, primary screen, ATPlite luminescence; 100% = ROCK inhibitor wells, 0% = DMSO; survival enhancement, % at 20 µM; 360,000 compounds, 0.044% hits; AID 602274, 2012; in the data active = survival enhancement above about 18%;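 note: cells exposed to compounds for 16 hours before the ATP read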
# PDI inh – inhibitors of human PDI, primary screen, biochemical, turbidity, single point, plate reader. Protein disulfide-isomerase (Homo sapiens), P07237. PDI insulin aggregation turbidity, A650, 90 min. inhibition, % at 10 µM. 350,000 compounds, 0.052% hits;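 active = mean inhibition across replicates of 30% or more, whatever share of single replicates reach that level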;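 note: absorbance from insulin aggregation driven by PDI reduction with DTT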
# Target sequence (P07237 whole entry, looked up): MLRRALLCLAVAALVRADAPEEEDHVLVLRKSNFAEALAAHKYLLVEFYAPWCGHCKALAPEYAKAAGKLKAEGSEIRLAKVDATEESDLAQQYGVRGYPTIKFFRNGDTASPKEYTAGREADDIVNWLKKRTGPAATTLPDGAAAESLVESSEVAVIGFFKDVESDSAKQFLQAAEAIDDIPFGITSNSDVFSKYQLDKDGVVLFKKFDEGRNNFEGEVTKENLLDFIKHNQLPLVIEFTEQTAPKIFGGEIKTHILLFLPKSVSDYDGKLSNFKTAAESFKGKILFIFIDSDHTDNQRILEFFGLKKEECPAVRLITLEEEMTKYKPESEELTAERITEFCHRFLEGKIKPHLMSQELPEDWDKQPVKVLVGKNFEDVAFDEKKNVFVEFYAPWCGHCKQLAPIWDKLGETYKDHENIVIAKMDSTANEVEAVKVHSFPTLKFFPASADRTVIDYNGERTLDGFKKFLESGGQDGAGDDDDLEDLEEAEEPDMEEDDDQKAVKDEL
# CaV13 ICDI inh – Disruptors of the CACNA1D IQ motif to Ca2+-dependent inactivation inhibitor domain association, primary screening, Förster resonance energy transfer in intact living …; HEK cells, CFP/YFP FRET ICDI-IQ, plate reader, 10 min; percent FRET-ratio fall versus neutral wells; inhibition, % at 12.3 µM; 340,000 compounds, 0.098% hits; AID 743397;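 active = mean replicate inhibition of at least 30% and at least 1% of replicates passing that level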;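 note: 0% = median of the neutral control wells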
# Granule exo inh – LAMP-1 surface exposure blockers, TALL-104 cells – cell-based, flow cytometry, MLPCN library, primary screen; TALL-104 LAMP-1 surface exposure; cells stimulated with thapsigargin and PMA; inhibition, % at 10 µM; 360,000 compounds, 0.66% hits; AID 651702, 2012;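 active = inhibition above about 55%, limit read from the data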
# aDG glyco up – activators of alpha-DG glycosylation, primary screen, uHTS, Pro5-aDG cells, AlphaScreen. 360,000 compounds, 0.22% hits. activation, % at 10 µM. alpha-DG glycosylation AlphaScreen (IIH6); 0% Pro5, 100% B10-LARGE cell signal;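 active = activation of at least 8% versus controls, or a plate z-score of at least 8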;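 note: Pro5 are CHO cells carrying HIG-tagged alpha-DG that lacks glycosylation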
# Vif imaging – HIV Vif self-association inhibitors, primary screen, imaging, HEK293T, single point; AID 602346, 2012; inhibition, % at 7.49 µM; HEK293T cells, Vif self-association by quenched fluorescence, 24 h; 340,000 compounds, 0.35% hits; in the data active = inhibition above about 50%, passing the limit was not always enough; note: some results filed as inactive read as strong as hits
# NR2E3 ag-1 – NR2E3 agonists in two-hybrid cells, primary screen, cell-based, luminescence, CHO-S, Gal4-NCOR/VP16-NR2E3; inhibition of corepressor binding, % at 3.98 µM; AID 602229, 2012; luciferase; 360,000 compounds, 0.35% hits; Photoreceptor-specific nuclear receptor (Homo sapiens), Q9Y5X4;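 active = inhibition above the mean of all tested compounds plus 3 SD, cut at about 70% in these data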;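 note: 0% = DMSO with NR2E3 transfected cells and 100% = cells lacking NR2E3 construct; higher means lower luciferase signal from less NR2E3 corepressor binding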
# Target sequence (Q9Y5X4 whole entry, looked up, the tested form may be a part): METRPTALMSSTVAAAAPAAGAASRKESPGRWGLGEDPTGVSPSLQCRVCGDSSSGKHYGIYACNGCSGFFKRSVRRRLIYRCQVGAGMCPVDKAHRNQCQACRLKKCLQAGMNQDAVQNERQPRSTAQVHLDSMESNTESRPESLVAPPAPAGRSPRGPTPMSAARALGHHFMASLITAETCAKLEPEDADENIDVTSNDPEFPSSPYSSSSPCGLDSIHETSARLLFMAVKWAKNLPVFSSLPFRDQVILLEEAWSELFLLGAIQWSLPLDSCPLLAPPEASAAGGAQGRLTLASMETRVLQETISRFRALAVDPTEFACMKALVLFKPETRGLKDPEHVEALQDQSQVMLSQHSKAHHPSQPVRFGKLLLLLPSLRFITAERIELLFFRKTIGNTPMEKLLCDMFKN
# NR2E3 ag-2 – inhibitors of NR2E3-RetCOR corepressor binding, primary screen, NR2E3 agonist project, biochemical, TR-FRET, GST-NR2E3, biotin-RetCOR | inhibition of corepressor binding, % at 4.78 µM | AID 2300, 2010 | 320,000 compounds, 0.12% hits | 1536-well;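 active = percent inhibition above the cutoff of mean plus 3 SD of all tested compounds, set per screening campaign, cut at about 20% in these data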;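 note: 0% = DMSO wells and 100% = biotin wells as full block of FRET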
#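 Format: 1536-well format; test system: GST-NR2E3 and biotin-RetCOR proteins; read-out basis: percent inhibition of TR-FRET ratio; timing: 5 h incubation at 4 °C; detection: time-resolved FRET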
# Active calls of the source: *; . = not tested or not shown.
# The first five records (preview)
SMILES,HIF-2a block,MITF TRPM1 inh,Peg3 prom inh,hiPSC survival,PDI inh,CaV13 ICDI inh,Granule exo inh,aDG glyco up,Vif imaging,NR2E3 ag-1,NR2E3 ag-2
COC(=O)Cc1cc(=O)oc2cc(O)ccc12,10,-4,0,0.3,13,26,-2,0.0,0,4,1
Cc1nn(C)c(C)c1NC(=O)Nc1cccc(C(F)(F)F)c1,13,9,19,4.3,6,.,-6,0.0,3,-8,-1
C/C(=N\NC(=O)c1cccc([N+](=O)[O-])c1)c1cccc(NC(=O)C2CC2)c1,18,-4,12,3.1,-3,2,-1,0.6,4,-20,-1
O=C(CSc1nc2ccccc2s1)NCc1cc([N+](=O)[O-])ccc1O,-11,2,5,1.1,-3,-5,-4,-0.2,5,17,0
COc1cccc(NC(=O)Nc2nnc(N3C(C)CCCC3C)s2)c1 (stereo unspecified),-133,-31,-152,1.3,8,-14,2,0.0,-9,-43,3

# The listing, from the start:
SMILES,HIF-2a block,MITF TRPM1 inh,Peg3 prom inh,hiPSC survival,PDI inh,CaV13 ICDI inh,Granule exo inh,aDG glyco up,Vif imaging,NR2E3 ag-1,NR2E3 ag-2
COC(=O)Cc1cc(=O)oc2cc(O)ccc12,10,-4,0,0.3,13,26,-2,0.0,0,4,1
Cc1nn(C)c(C)c1NC(=O)Nc1cccc(C(F)(F)F)c1,13,9,19,4.3,6,.,-6,0.0,3,-8,-1
C/C(=N\NC(=O)c1cccc([N+](=O)[O-])c1)c1cccc(NC(=O)C2CC2)c1,18,-4,12,3.1,-3,2,-1,0.6,4,-20,-1
O=C(CSc1nc2ccccc2s1)NCc1cc([N+](=O)[O-])ccc1O,-11,2,5,1.1,-3,-5,-4,-0.2,5,17,0
COc1cccc(NC(=O)Nc2nnc(N3C(C)CCCC3C)s2)c1 (stereo unspecified),-133,-31,-152,1.3,8,-14,2,0.0,-9,-43,3
Cc1ccc2c(c1)NC(=O)C(CC(=O)NCc1cccnc1)O2 (stereo unspecified),5,3,5,-3.4,.,-2,0,-0.1,-2,-16,4
CC(C)(C)OC(=O)C[C@@H]1C/C=C\C[C@H](CC(=O)N[C@H](CO)Cc2ccccc2)C(=O)N[C@H](C(C)(C)C)COC1=O,-8,-7,8,-1.6,-2,-6,-3,0.0,-11,7,.
O=[N+]([O-])c1cc(C(F)(F)F)ccc1Sc1ccc2ccccc2n1,-19,-6,-16,0.3,7,-9,-4,-0.1,8,-25,2
CCCS(=O)(=O)c1nc(C)cc(C)c1S(C)(=O)=O,16,-3,9,1.9,3,-7,1,0.2,-10,12,3
COc1cc(Cl)ccc1OCc1cc(C(=O)N(C)Cc2cn(C)nc2C)no1,-14,-4,-17,0.2,-5,-4,9,0.1,4,-24,4
O=C(Nc1c(C(=O)NCc2ccco2)cnn1-c1ccccc1)c1cccc(F)c1,10,2,17,0.5,-8,-6,3,0.1,5,-19,1
Cc1ccc(N2C(=O)N(CC(=O)Nc3cccc([N+](=O)[O-])c3C)C(=O)C2C)cc1 (stereo unspecified),-80,-7,-61,-0.7,2,-1,1,0.2,-15,-10,0
CC(C)c1ccccc1OCC(=O)Nc1ccc2[nH]ncc2c1,-19,-3,-23,0.5,5,-4,6,0.1,-2,-15,1
CCC(C(=O)NC1CCCCC1)N(Cc1cccs1)C(=O)CCC(=O)Nc1cc(C)on1 (stereo unspecified),10,6,7,0.2,1,-4,2,0.0,-2,-31,1
CCOC(=O)C1CCN(C(=O)CNC(=O)c2nn(-c3ccc(OC)c(Cl)c3)c(=O)c3ccccc23)CC1,-53,-24,-50,-0.3,1,-3,24,-0.3,-5,1,2
O=C(OCC(=O)N1CCOCC1)c1cc2ccccc2oc1=O,-18,6,-3,-0.2,-12,-8,6,0.1,0,-16,-1
FC(F)(F)c1ccc(Nc2nnnc3ccccc23)cc1,-44,-30,-103,-1.4,19,-5,-6,0.4,-1,-35,3
CC(C)N(CCO)C(=O)C(c1ccccc1)c1ccccc1,8,4,2,7.5,-9,-5,-7,-0.2,-23,14,0
CNc1nc2ccccc2n(C)c1=O,11,2,2,6.6,-4,-1,-3,1.0,18,-4,-1
COc1ccccc1-c1sc2ccccc2c1-c1ccc2c(c1)OCO2,-17,2,10,-0.5,2,-10,8,-0.1,-1,-24,2
COc1cccc(-c2cnc(C(O)c3cccc(CN4CCCCC4)c3)[nH]2)c1 (stereo unspecified),6,.,-11,-0.5,2,-10,0,-0.3,2,-18,.
Cc1ccc(-c2nn(C(C)(C)C)c3ncnc(N)c23)cc1,71*,4,55*,-3.2,0,.,1,-0.5,3,30,3
Cc1c(O)ccc(-c2n[nH]c(C(=O)O)c2-c2nc3ccccc3s2)c1O,-80,6,-50,-0.6,19,10,-1,0.1,23,-34,-2
COc1cccc(CN2CCN(C(=O)c3ccc(-c4ccccc4)cc3)CC2)c1OC,20,11,9,2.7,6,1,0,2.0,0,-7,0
COc1ccc(F)cc1CN1CCN(C(=O)c2ccc(S(=O)(=O)N3CCCCCC3)cc2)CC1,7,2,12,0.1,-6,-2,2,0.2,0,9,.
CCn1c(SCC(=O)Nc2ccc(NC(=O)c3ccco3)cc2)nnc1-c1cccs1,9,-9,-8,-1.0,14,.,-4,0.0,2,-31,3
O=C(NC(=S)Nc1nc2ccccc2s1)c1cccs1,-232,-54,-225,-4.9,11,-5,0,0.1,-18,-47,-2
COc1ccc(-n2c(Cc3cccn3C)nnc2SCC(=O)NC2CCCC2)cc1,4,1,-6,0.7,.,-3,5,-0.3,-11,-15,3
O=C(c1ccc(NS(=O)(=O)c2cccc3cccnc23)cc1)N1CCOCC1,17,-2,19,3.1,16,-2,1,0.6,-13,0,2
OC(CN1CCN(Cc2ccccc2)CC1)c1ccc(F)cc1 (stereo unspecified),8,-2,-4,0.2,1,-5,1,-0.2,0,1,3
O=C(NCc1ccco1)C1CCN(c2nc3ccccc3n2Cc2ccccc2F)CC1,10,10,6,-0.1,-5,-8,-2,0.2,6,-12,-2
CCCC1(C(=O)OC)NC(c2ccc(OC)cc2OC)C2C(=O)N(c3cccc(C(C)=O)c3)C(=O)C21 (stereo unspecified),8,4,0,0.9,-3,-1,6,0.2,-7,-5,-2
CCOC(=O)c1ccc(NC(=O)C(CC)CC)cc1,-148,-25,-94,-5.4,-2,-4,-4,0.0,0,-50,4
COC(=O)CN1C(=O)COc2ccc(Cl)cc21,6,8,6,0.6,.,-2,4,0.3,9,4,-4
CCOc1ccccc1NCc1nnc(-c2ccccc2)o1,-50,4,-17,0.2,5,-3,-6,-0.2,-1,0,4
O=C(CSc1nc(=O)n2ccccc2n1)NCc1ccc2c(c1)OCO2,-3,2,-17,-0.4,9,-1,14,-0.1,-7,-18,-1
CCC(C)C(=O)Nc1nnc(SCC(=O)NC2CCCC2)s1 (stereo unspecified),-1,1,3,0.5,2,-3,5,0.0,11,-28,3
O=C(NN1C(=O)NC2(CCCCC2)C1=O)c1cc2cc(Cl)ccc2o1,6,-2,6,0.5,-3,-6,6,-0.1,-4,-4,.
O=C(CCCSc1nc2ccccc2s1)NC1=NCCS1,72*,10,-83,1.7,9,-6,2,0.1,-2,29,-1
Cc1ccc(NC(=O)CN2C(=O)COc3ccc(C)cc32)nc1,16,6,8,3.0,-2,-5,-5,-0.1,-1,-10,0
CCOC(=O)C1(Cc2ccccc2)CCCN(C2CCN(C(C)=O)CC2)C1 (stereo unspecified),10,1,2,-0.5,8,-5,0,0.2,34,-13,5
CC(=O)C(/C=N/c1ncc(C(F)(F)F)cc1Cl)=C(\C)O,-11,11,-28,0.0,-6,6,2,0.0,-5,-2,1
C=C(C)CNC(=S)N/N=C(\C)c1cccc(NC(C)=O)c1,-16,7,-12,-1.2,-6,0,6,0.6,-11,-42,.
CCC(C)[C@H](NC(=O)Nc1ccc(C)cc1C)C(=O)O (stereo partly specified),11,1,-1,-0.6,3,-4,-1,0.0,-5,15,2
COc1ccc(/C=C(/NC(=O)c2ccccc2)C(=O)NCCCn2ccnc2)cc1OC,12,1,4,-0.4,0,-7,-1,-0.2,1,-2,-1
Cc1[nH]nc2c1C1(C(=O)Nc3ccc([N+](=O)[O-])cc31)C(C#N)=C(N)O2 (stereo unspecified),12,3,10,-1.3,14,-3,-1,-0.3,8,-17,2
CCOC(=O)c1nnc(-c2ccccc2)nc1N1CC(C)OC(C)C1 (stereo unspecified),10,-9,8,0.1,-4,-5,0,0.0,0,-10,0
O=C(C1CCN(C2CCN(C/C=C/c3ccccc3)CC2)CC1)N1CCOCC1,10,-11,11,-0.5,5,3,0,0.3,0,-1,2
COc1ccc(C(=O)CSc2nnc(CC(=O)Nc3ccccc3OC)n2C)cc1,13,10,16,-0.7,1,-3,-5,0.7,5,11,-4
COc1ccc(/C=C(/NC(C)=O)C(=O)O)cc1,12,-2,-8,5.5,8,.,7,-0.1,-6,-35,-1

# Next part.
SMILES,HIF-2a block,MITF TRPM1 inh,Peg3 prom inh,hiPSC survival,PDI inh,CaV13 ICDI inh,Granule exo inh,aDG glyco up,Vif imaging,NR2E3 ag-1,NR2E3 ag-2
COc1ccc(CC(=O)N(C)Cc2cccc(OC)c2OC)cc1S(=O)(=O)N1CCOCC1,6,-6,11,-0.5,14,-2,8,0.1,0,9,0
CC1(c2ccccc2)NC(=O)N(CC(=O)Nc2ccc(S(N)(=O)=O)cc2)C1=O (stereo unspecified),-1,-5,3,0.7,-8,-2,-4,-0.1,4,-2,1
Cc1ccc(-c2ccc(CN3C(CC(C)C)C(=O)N(Cc4cn(Cc5ccco5)nn4)CCS3(=O)=O)cc2)cc1 (stereo unspecified),16,.,5,-1.0,-2,-4,6,0.1,-2,-16,.
COc1cc2c(cc1OC)CN(C(=O)C(CCSC)NS(=O)(=O)c1ccc(C)cc1)CC2 (stereo unspecified),16,11,13,0.9,-2,-5,-5,-0.1,.,-5,0
CC(C)CNC(=O)NC(=O)COc1ncnc2sccc12,8,0,13,-1.2,-25,-3,-2,0.0,4,11,3
CC(=O)CCc1oc2c([N+](=O)[O-])cccc2c1-c1ccc(C)o1,21,4,31,-1.6,2,0,72*,-0.5,-7,4,0
COc1ccc(CNC(=O)N2CCc3ccccc3C2)cc1,-142,-20,-149,-0.5,10,-7,-8,0.0,-1,-35,1
Cc1ccc(S(=O)(=O)c2cc3c(=O)n4ccccc4nc3n(CCCN3CCOCC3)c2=N)cc1C,5,12,4,0.2,3,1,16,-0.2,2,-13,0
